CCHF vOTU inh: blocks the CCHF virus ovarian tumor domain protease; CCHFV vOTU protease, Pep-AMC fluorescence; AID 651958; actives 0.55% (n = 370,000); inhibition, % at 11.5 µM; in the data active = inhibition above about 30%; also: 0% = vehicle wells with enzyme and 100% = no enzyme wells
PfHsp40 yeast: restores yeast growth despite PfHsp40 toxicity | S. cerevisiae expressing PfHsp40, growth rescue, ATP luminescence | growth rescue, % at 12.5 µM | actives 0.68% (n = 340,000) | AID 504582; in the data active = growth rescue above about 28%, passing the limit was not always enough; inconclusive = no clear call, values can overlap the other calls;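 also: yeast W303a lacking pdr1 and pdr3 grown in galactose medium; growth measured after three days at 30 °C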
Anthrax LF prot: anthrax lethal factor protease inhibition; inhibition, % at 10 µM; P15917; multiplex microsphere protease cleavage assay, LF; actives 0.12% (n = 360,000); also: plate controls were buffer without enzyme for full effect and enzyme alone for no effect
Target sequence (P15917 whole entry, looked up): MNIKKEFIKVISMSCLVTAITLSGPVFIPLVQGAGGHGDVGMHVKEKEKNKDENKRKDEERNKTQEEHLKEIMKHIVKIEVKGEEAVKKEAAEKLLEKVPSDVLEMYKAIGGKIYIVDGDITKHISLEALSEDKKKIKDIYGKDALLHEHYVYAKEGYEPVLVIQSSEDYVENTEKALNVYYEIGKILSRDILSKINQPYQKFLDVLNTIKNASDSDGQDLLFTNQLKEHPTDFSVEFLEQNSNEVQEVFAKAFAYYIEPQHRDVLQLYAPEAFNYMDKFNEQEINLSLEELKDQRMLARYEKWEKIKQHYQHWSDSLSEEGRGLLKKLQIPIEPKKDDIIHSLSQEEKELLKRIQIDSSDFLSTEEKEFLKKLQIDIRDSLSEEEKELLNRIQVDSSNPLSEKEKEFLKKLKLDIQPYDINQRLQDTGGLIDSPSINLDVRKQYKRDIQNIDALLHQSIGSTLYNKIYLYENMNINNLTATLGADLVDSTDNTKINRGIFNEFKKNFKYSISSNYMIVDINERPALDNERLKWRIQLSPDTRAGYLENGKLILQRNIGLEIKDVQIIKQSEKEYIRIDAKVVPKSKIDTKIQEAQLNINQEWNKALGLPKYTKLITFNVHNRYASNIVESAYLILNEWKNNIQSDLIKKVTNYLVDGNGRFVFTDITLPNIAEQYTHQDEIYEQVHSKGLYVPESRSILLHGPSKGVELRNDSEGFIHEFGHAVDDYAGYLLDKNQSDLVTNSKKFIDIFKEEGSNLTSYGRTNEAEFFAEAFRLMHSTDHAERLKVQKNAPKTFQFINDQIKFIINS
SARS 3CLpro inh: SARS-CoV 3CLpro protease inhibition. P0C6X7. recombinant SARS-CoV 3CLpro, quenched FRET peptide cleavage. AID 1706. actives 0.14% (n = 290,000). inhibition, % at 6 µM; in the data active = inhibition above about 12%
TcdB inh: blocks C. difficile toxin B glycohydrolase activity | P18177 | TcdB glycohydrolase enzymatic assay, plate reader | inhibition, % at 9.99 µM | actives 0.24% (n = 350,000) | AID 652162; in the data active = inhibition above about 10%
BoNT A protease: inhibitors of Botulinum neurotoxin A light chain protease. inhibition, % at 10 µM. actives 0.17% (n = 360,000). multiplex microsphere protease substrate cleavage, flow cytometry; also: plate controls were buffer without enzyme for full effect and enzyme alone for no effect
BH1578 lux ind: quorum light induction in luxS cqsA deficient V. cholerae; V. cholerae BH1578 lux reporter, luminescence, 6 h; activation, % at 18.7 µM; actives 0.16% (n = 350,000); AID 588436; in the data active = activation mostly above about 9.7%, no sharp cut-off; inconclusive = no clear call, values can overlap the other calls; inactive = mostly below about 3.7%; also: not every result past the cut was called active; inactives centre near 0; reference of the scale not given here
SSB-PriA inh: inhibitors of Klebsiella pneumoniae PriA binding to SSB C-terminal tail | AlphaScreen SSBct-PriA binding, biotinylated peptide | inhibition, % at 33 µM | actives 0.6% (n = 430,000); in the data active = inhibition mostly above about 37%, no sharp cut-off; inactive = mostly below about 20%;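 also: plate controls were negative control peptide for no effect and reference peptide for full effect; strong numbers were not always called active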
VHR inh abs: blocks human VHR1 dual specificity phosphatase | P51452 | recombinant VHR phosphatase, pNPP absorbance | inhibition, % at 13.3 µM | actives 0.52% (n = 290,000) | AID 1654; in the data active = inhibition above about 50%; also: some compounds called inactive have numbers as strong as hits
Target sequence (P51452 whole entry, looked up): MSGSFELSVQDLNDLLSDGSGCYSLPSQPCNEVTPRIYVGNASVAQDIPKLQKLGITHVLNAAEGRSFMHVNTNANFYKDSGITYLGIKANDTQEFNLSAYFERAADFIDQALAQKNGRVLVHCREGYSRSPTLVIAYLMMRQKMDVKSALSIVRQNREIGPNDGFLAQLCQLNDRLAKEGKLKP
Y pestis TopoI: inhibitors of Yersinia pestis topoisomerase I; Y. pestis Topo-I cleavage product accumulation, plate reader; activity, % at 10 µM; actives 0.064% (n = 360,000); in the data active = activity above about 50%, passing the limit was not always enough; inconclusive = no clear call, values can overlap the other calls; also: inactives centre near 2
The depositor's hits bear a star; i = inactive; ? = inconclusive; . = not tested or not shown; & = joins results of further samples. Rule as the data show it, unless noted: active = inhibition above about 30%; inconclusive = no clear call, values can overlap the other calls; inactive = below that. These rows are one share of the data (hit frequency here may not be typical).

The line under a structure holds: CCHF vOTU inh	PfHsp40 yeast	Anthrax LF prot	SARS 3CLpro inh	TcdB inh	BoNT A protease	BH1578 lux ind	SSB-PriA inh	VHR inh abs	Y pestis TopoI
COc1ccc(C2c3c(oc4ccc(Cl)cc4c3=O)C(=O)N2CCN2CCOCC2)cc1 (stereo unspecified)
  1.7	1.2	-0.2	-1.1	1.5	0.6	i	2.9	25.3	-11.7
CCCCCCSc1ccc(-c2nc3cnccn3c2NCCCC)cc1
  -2.8	36.6*	-4.7	.	1.5	-0.3	1.2	-0.1	.	7.7
CCCCC[C@@H](C)N1C[C@H](COCc2ccccc2)Oc2cc(N3CCC[C@H]3CO)ccc2S1(=O)=O
  6.6	.	-8.4	.	1.6	0.1	.	.	.	.
O=C(NC(=S)Nc1ccc(N2CCN(C(=O)c3ccccc3)CC2)cc1)c1cccs1
  8.6	3.4	-3.7	2.7	.	-1.9	i	15.8	29.8	-5.5
CCOc1ccc(C2C(C(=O)c3ccc(C)o3)=C(O)C(=O)N2Cc2cccnc2)cc1 (stereo unspecified)
  0.5	6.5	-0.7	6.8	1.0	0.3	-0.3	9.2	-27.0	-0.2
O=C(Nc1ccc(NC(=O)c2ccccc2)nc1)c1ccncc1
  -6.7	-0.3	0.6	-1.1	1.8	0.6	i	-4.2	20.8	-1.8
COC/C=C/C1=CC2=CC(=O)C(C)(OC(=O)c3cnc4ccccc4n3)C(=O)C2=CN1c1ccccc1 (stereo unspecified)
  11.2	.	.	.	-0.4	.	.	-7.0	11.1	.
CCN1C(=O)C(CC(=O)Nc2ccc(Br)cc2)N(CCCc2ccccc2)C1=S (stereo unspecified)
  16.3	-1.0	-2.5	3.1	.	-0.2	i	-11.4	27.1	-17.2
Cc1cc(C)cc(OCC(=O)OCC(=O)NC2CC2)c1
  -14.2	0.2	-5.1	.	-0.1	-0.4	i	-3.2	.	-4.2
Cc1cc(O)cc(O)c1-c1onc(C(F)(F)F)c1-c1cscn1
  7.1	2.6	-0.7	1.2	.	-0.3	-1.0	3.5	37.3	-8.7
COc1cccc(NC(=S)N(CCCN2CCOCC2)C(C)c2cc3cccc(OC)c3o2)c1 (stereo unspecified)
  -11.2	-1.0	-5.8	-1.6	1.3	-0.8	0.0	-5.9	8.5	25.0
O=C(c1ccc2c(c1)N(Cc1ccccc1)CCS2)N1CCC2(CC1)OCCO2
  -34.5	-1.7	-3.8	1.3	-1.5	0.0	i	-3.5	-9.3	17.1
Cc1ccc(-c2nc3ccc(Cl)cn3c2Cc2ccccc2C(F)(F)F)cc1
  31.7*	.	0.2	.	1.4	0.7	.	.	.	.
O=C(c1cc(COc2c(F)cccc2F)on1)N1C[C@H]2CC[C@H]1C2
  -16.4	0.2	-0.9	-2.3	1.0	1.4	i	-18.6	19.2	2.9
COC(=O)c1cccc(NC(=O)CN2CCN(c3ccc(OC)cc3)CC2)c1
  -1.1	-2.1	1.5	-4.8	.	-0.6	-0.3	-4.7	-8.2	4.4
CN(c1ccccc1)S(=O)(=O)c1cc(C(=O)c2nccn2C)ccc1Cl
  15.2	-1.6	-3.1	-1.1	-1.6	-0.6	5.0	-8.8	40.1	10.5
COC(=O)c1ccc(C)c(NC(=O)CSc2nnc3ccccn23)c1
  -7.2	-0.7	-8.4	.	1.1	-0.8	-1.3	-1.1	.	1.3
COc1cccc(OC)c1C(=O)Nc1ccc(N2CCCC2)cc1
  5.3	0.4	.	-2.5	0.2	.	i	19.6	17.9	3.7
COc1ccc(-c2nnc(SCc3c(C)noc3C)o2)cc1
  -9.3	-0.7	0.5	-1.1	.	-0.5	-0.2	-0.7	24.9	18.3
COc1ccc(CN2CCNC(=O)C2CC(=O)NCc2cc(C)n(C)n2)c(F)c1 (stereo unspecified)
  6.2	-0.4	-2.5	3.2	1.5	0.0	i	-4.3	10.5	5.9

Further results
The line under a structure holds: CCHF vOTU inh	PfHsp40 yeast	Anthrax LF prot	SARS 3CLpro inh	TcdB inh	BoNT A protease	BH1578 lux ind	SSB-PriA inh	VHR inh abs	Y pestis TopoI
C#CC1(NC(=O)NC(C)C)CCCCC1
  3.4	1.7	0.7	0.8	0.4	-0.5	i	-0.9	2.0	-1.7
O=C(OCn1nnc2ccccc2c1=O)c1ccc(Br)o1
  -6.2	-0.7	1.7	-1.4	.	?	i	-15.4	22.0	11.5
CCc1ccc(NC(=S)Nc2cccc(OC)c2)cc1
  -2.2	1.6	-0.5	-3.3	.	-1.3	0.2	2.1	17.8	1.7
Cc1cccc2cc(CN(Cc3ccco3)C(=O)NC3CCCCC3)c(=O)[nH]c12
  0.2	1.8	-2.4	-1.1	.	1.1	i	12.0	-7.7	14.0
CC(=O)Nc1ccc(S(=O)(=O)N(C)CC(=O)NNC(=O)Cc2nc3ccccc3n2C)cc1
  -0.1	-0.1	3.4	.	-1.4	-0.3	i	-2.3	.	-0.5
O=C(CN(C1CCCCC1)S(=O)(=O)c1ccc(Cl)cc1)N1CCOCC1
  -3.5	2.3	-1.5	3.0	.	-0.2	-0.7	-10.1	-8.3	0.5
Cc1ccc(-c2nc3cc(NC(=O)C(C)C)ccc3o2)cc1C
  -5.5	-0.6	-0.4	3.6	.	-0.4	5.3	2.6	-4.6	-7.4
Cc1ccn2c(Nc3ccc4c(c3)OCO4)c(-c3ccc(O)cc3)nc2c1
  -2.4	1.5	-2.2	-8.5	1.1	0.3	i	5.3	8.5	-4.3
Nc1ccc(-c2ccc(N)c([N+](=O)[O-])c2)cc1[N+](=O)[O-]
  0.0	-0.3	-2.8	-1.3	0.9	-1.1	0.7	5.0&8.0	18.1	2.2
CCOC(=O)C1CCCN(S(=O)(=O)c2cc(Br)cc3c2N(C(=O)CC)CC3)C1 (stereo unspecified)
  9.3	2.4	-4.5	0.3	0.6	1.0	-0.5	19.7	40.3	11.0
COCCCNC(=O)CCSc1ccc(C)cc1
  -0.9	-0.3	-0.1	0.0	.	-0.4	-1.9	2.9	1.7	6.1
O=C(Nc1ccc2nccnc2c1)c1cnccn1
  7.5	1.6	1.8	-4.4	.	-0.4	i	-4.6	4.7	3.5
Cc1ccc(C(NC(=O)C2CCCCC2)c2c(O)ccc3ccccc23)cc1 (stereo unspecified)
  -11.6	-0.9	-0.4	1.8	0.5	0.3	-3.3	2.5	4.0	2.7
S=c1[nH]nc(COc2ccccc2)n1/N=C/c1cccnc1
  5.3	-1.4	0.4	2.4	.	-0.1	-0.8	.	-4.1	-1.5
O=C(CCC(=O)Nc1ccc(F)cc1)N/N=C/c1cc([N+](=O)[O-])ccc1O
  9.4	0.8	0.9	-4.9	0.7	-1.3	-0.5	.	-8.9	-6.2
Cn1nnnc1SCC(=O)N1CCN(c2ccccc2)CC1
  16.1	-1.9	-6.4	-1.5	.	-0.2	-2.1	-15.7	-5.1	3.2
Cc1cc(Br)c2c(c1)C1(OCCO1)C(=O)N2
  1.4	0.3	-0.5	0.6	0.0	0.7	-0.6	12.4	26.3	-0.4
COc1cc(SC)ccc1C(=O)Nc1c(Cl)cncc1Cl
  3.2	-1.8	-6.1	1.7	-0.1	-0.8	i	-24.9	10.2	6.4
Cc1ccc(SCC(=O)Nc2cccc(C(=O)NC(C)(C)C)c2)cc1
  13.7	-0.4	-5.1	3.3	.	-0.3	-5.6	4.6	4.8	-3.9
O=[N+]([O-])c1ccccc1S(=O)(=O)N1CCCCC1
  -3.8	-1.4	-0.3	-0.5	.	-0.1	-0.3	-6.5	-3.8	3.7

(listing goes on)
The line under a structure holds: CCHF vOTU inh	PfHsp40 yeast	Anthrax LF prot	SARS 3CLpro inh	TcdB inh	BoNT A protease	BH1578 lux ind	SSB-PriA inh	VHR inh abs	Y pestis TopoI
COc1ccc(CNC(=O)CCSc2nc(-c3ccc4c(c3)OCO4)cc(C(F)(F)F)n2)cc1
  13.7	-0.7	-2.5	1.4	.	1.9	10.0	-19.0	-11.8	-7.8
O=C(C1c2ccccc2C(=O)N2CCc3ccccc3C12)N1CCC2(CC1)OCCO2 (stereo unspecified)
  -7.2	0.2	0.1	-2.6	.	0.0	-0.3	2.5	18.8	0.2
Cc1c(C(=O)N2C[C@@H](C)O[C@@H](C)C2)oc2c(F)cccc12
  -1.7	-0.5	-1.1	-0.8	-1.2	-0.5	-0.2	-10.1	28.0	-0.9
Cc1cccc(Cc2nnc(CCC(=O)NCc3cnc4ccccn34)o2)c1
  5.8	2.4	0.1	-0.5	0.1	-0.7	.	-18.4	12.9	-5.4
CC(=O)Nc1ccccc1C(=O)C(=O)Nc1cccc(F)c1
  12.8	-1.4	-3.1	0.9	-4.1	1.0	i	-14.8	.	-3.4
O=C(NCCSCc1ccccc1)c1ccc(C2SCC(=O)N2Cc2ccccc2)cc1 (stereo unspecified)
  8.9	4.6	-8.3	2.1	.	-2.1	0.9	-12.0	0.5	30.7
COCc1cc(C)nc(SCC(=O)Nc2ccc3c(c2)OCCO3)c1C#N
  4.0	-0.3	0.9	3.4	1.8	0.5	0.0	-15.3	-26.1	4.9
O=C(NCCN1CCOCC1)c1cc2sccc2n1Cc1ccc(Cl)cc1
  7.4	-0.5	-3.4	6.0	.	0.3	-1.2	12.4	23.5	10.8
S=C(Nc1ccccc1)N1CCN(c2ccccc2)CC1
  4.4	0.7	-7.4	.	0.8	0.0	i	-0.9	.	-0.6
CCCSC1C(C)=C(C)C(=O)N1Cc1ccccc1 (stereo unspecified)
  10.1	-1.3	-1.5	-0.7	-7.6	-1.5	0.4	-7.9	3.6	9.3
CCCn1c(SCC(=O)N2CCc3ccccc3C2)nc2c1c(=O)n(C)c(=O)n2C
  -4.7	0.6	-0.6	0.1	.	-1.0	i	-10.8	-5.8	-2.3
COc1cc(C)ccc1OCCOc1c(Cl)cc(Cl)cc1Cl
  2.7	1.4	-3.0	5.0	.	-0.8	i	-15.3	-19.4	5.1
COc1ccc(C(c2nnnn2C2CCCC2)N2CCC(C(N)=O)CC2)c(OC)c1 (stereo unspecified)
  -0.4	-1.1	-1.3	-0.9	.	-1.1	i	-27.2	-10.9	-3.0
CCC(C)NC(=O)[C@H]1N2C(=O)c3c(ccc(OC)c3OC)C2SC1(C)C (stereo partly specified)
  -11.5	0.4	4.0	-2.0	-1.3	1.2	i	-5.0	5.3	-4.9
CN(CC(=O)NC(=O)NCc1ccccc1)Cc1ccc(Cl)cc1
  2.2	0.0	0.0	-2.0	.	-0.3	-3.7	-14.0	-3.9	10.1
COc1ccc(NC(=O)c2ccccc2OCc2c(C)noc2C)cc1OC
  -11.7	0.0	-2.2	0.3	0.7	1.3	-0.2	-7.4	25.7	-4.6
COc1ccc(NC(=O)c2cc(-c3cccs3)on2)cc1
  21.0	-0.5	-0.7	4.1	-1.0	0.3	-0.5	-4.0	36.0	5.8
OCc1csc(=Nc2ccccc2)n1-c1ccccc1
  6.2	-0.4	-4.8	9.1	.	0.3	i	13.7	29.4	-16.3
Nc1c(NCCN2CCCCC2)c2ccccc2oc1=O
  1.3	-1.1	-2.7	4.0	4.1	0.4	-0.3	-6.2	-5.3	-0.7
COc1ccc(CCNc2ncnc3c2nnn3Cc2ccccc2)cc1OC
  1.9	1.1	.	-2.1	-3.9	.	-1.3	-5.8	49.1	4.4
Cc1[nH]c2ccccc2c1C(O)c1ccncc1 (stereo unspecified)
  9.7	-0.2	-4.0	-0.6	1.5	-0.5	-0.7	2.2	10.6	0.0
CCOC(=O)c1sc(NC(=O)CN2CCN(c3ccc(OC)cc3)CC2)nc1C
  -9.3	2.7	0.7	3.0	-6.3	-2.2	i	21.3	25.0	-12.8
COc1ccccc1C(=O)NCCC(=O)NCCOc1ccccc1
  -4.0	1.5	-3.1	0.2	1.2	-4.0	0.7	-12.9	19.2	1.6

From PubChem
